Fibroblast inh – blocks proliferation of human lung fibroblasts; LL 47 human lung fibroblast viability, ATP luminescence; active compounds read low; viability, % at 10 µM; 85,000 tested, 1.1% active; AID 719;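 active = viability at or below 50% in the single dose screen; inactive = viability above 50%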;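 also: compound exposure lasted 72 h before the ATP readout; 100% = median luminescence of untreated cell-only wells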
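Material: Human LL 47 lung fibroblast cells | Input: 1,150 cells/well | Buffer or medium: IMEM plus 15% FBS | Compound dosing: 0.1% DMSO in all compound wells | Times: Overnight cell rest, 72 h compound treatment at 37 °C | Signal: CellTiter-Glo luminescence measuring cellular ATP | Measure: % viability versus median cells-only luminescence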
ERa coact inh – ER-alpha (human) coactivator binding inhibition. P03372. TR-FRET ER-alpha LBD / SRC-1 peptide, estradiol-bound. inhibition, % at 25.6 µM. 86,000 tested, 1.7% active; in the data active = inhibition above about 50%;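 also: 0% = receptor plus peptide control and 100% = peptide only without receptor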
Target sequence (P03372 whole entry, looked up, the tested form may be a part): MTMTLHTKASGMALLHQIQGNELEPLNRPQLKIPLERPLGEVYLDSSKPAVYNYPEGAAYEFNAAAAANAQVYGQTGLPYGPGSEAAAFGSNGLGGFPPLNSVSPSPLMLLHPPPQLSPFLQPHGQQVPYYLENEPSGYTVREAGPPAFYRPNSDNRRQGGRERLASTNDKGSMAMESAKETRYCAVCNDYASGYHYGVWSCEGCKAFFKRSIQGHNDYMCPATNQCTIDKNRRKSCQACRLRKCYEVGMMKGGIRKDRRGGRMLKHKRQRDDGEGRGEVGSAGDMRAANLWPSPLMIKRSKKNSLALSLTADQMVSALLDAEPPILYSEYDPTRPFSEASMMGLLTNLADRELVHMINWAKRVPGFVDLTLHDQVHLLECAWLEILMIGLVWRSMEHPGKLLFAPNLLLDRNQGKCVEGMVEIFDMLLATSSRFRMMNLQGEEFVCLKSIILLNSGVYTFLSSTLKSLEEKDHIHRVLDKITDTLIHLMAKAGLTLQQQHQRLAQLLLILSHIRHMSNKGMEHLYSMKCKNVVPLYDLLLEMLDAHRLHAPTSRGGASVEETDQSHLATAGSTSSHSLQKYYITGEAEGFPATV
Mac1 fbg inh – inhibitors of human CD11b/CD18 binding to fibrinogen. inhibition, % at 10 µM. AID 1497. 93,000 tested, 0.54% active. K562 CD11b/CD18 adhesion to fibrinogen, ATPlite luminescence; Mn2+ added to activate the integrin. P05107+P11215;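 active = primary inhibition of 50% or more at 10 µM, then 40% or more on retest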; also: some results filed as inactive read as strong as hits
H69AR growth 86K – blocks growth of human H69AR lung tumor cells; H69AR lung tumor viability, ATP luminescence, 72 h; active compounds read low; viability, % at 10 µM; 85,000 tested, 6% active; AID 598;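 active = viability at or below 40%; inactive = viability above 40%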;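 also: multidrug resistant small cell line overexpressing MRP-1 efflux transporter; 100% = mean luminescence of untreated control wells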
HUVEC inhibit – inhibitors of human endothelial cell proliferation; HUVEC proliferation, CellTiter-Glo luminescence, 72 h; active compounds read low; viability, % at 10 µM (by protocol); 86,000 tested, 1.1% active; AID 648;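 active = viability at or below 30%; inactive = viability above 30%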;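 also: 100% = median luminescence of DMSO-only cell control wells on each plate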
ERa coact pot – enhances coactivator binding to human estrogen receptor alpha | P03372 | TR-FRET ERalpha-LBD/SRC-Cy5 coactivator binding, 2 h; 100 = basal binding, no effect | 86,000 tested, 1.3% active | AID 639 | coactivator binding (% of control), % at 25.6 µM; in the data active = activity above about 200%;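 also: binding measured in presence of low estradiol as agonist stimulus; 0% = peptide alone without receptor and 100% = receptor with peptide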
CYP2C19 activ – cytochrome P450 2C19 (human) activation. P33261. recombinant CYP2C19, luciferin-H EGE luminescence; active compounds read high; 0 = fully inhibited enzyme, 1 = untreated enzyme. activation factor at 5 µM. 96,000 tested, under 10 active;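 active = activation factor of at least 2 at 5 µM in the primary screen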;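 also: 0 = wells with 2.5 mM tranylcypromine and 1 = vehicle-only wells; values of inactives mirror those of a sister screen read the other way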
Target sequence (P33261 whole entry, looked up): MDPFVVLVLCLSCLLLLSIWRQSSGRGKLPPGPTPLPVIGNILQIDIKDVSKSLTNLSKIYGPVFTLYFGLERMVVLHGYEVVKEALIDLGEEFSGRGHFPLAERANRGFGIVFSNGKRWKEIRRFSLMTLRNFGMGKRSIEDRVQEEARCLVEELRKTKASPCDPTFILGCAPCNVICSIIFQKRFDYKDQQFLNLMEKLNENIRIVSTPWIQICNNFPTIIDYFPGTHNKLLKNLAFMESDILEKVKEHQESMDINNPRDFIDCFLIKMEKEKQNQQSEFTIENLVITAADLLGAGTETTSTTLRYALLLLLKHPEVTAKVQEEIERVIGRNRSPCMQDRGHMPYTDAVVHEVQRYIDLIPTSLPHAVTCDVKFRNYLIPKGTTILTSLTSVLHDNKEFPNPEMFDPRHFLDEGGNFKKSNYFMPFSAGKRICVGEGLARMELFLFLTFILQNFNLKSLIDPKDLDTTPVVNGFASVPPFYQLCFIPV
CYP2C19 inhib – human CYP2C19 inhibition. P33261. CYP2C19 Supersomes, luciferin-H EGE luminescence, 30 min. inhibition, % at 5 µM. 96,000 tested, 21% active. AID 778;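 active = CYP2C19 inhibition above a set limit at 5 µM in the primary screen, cut at about 50% in these data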;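 also: plate controls were negative control wells for no effect and 2.5 mM tranylcypromine positive control for full effect; values of inactives mirror those of a sister screen read the other way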
CD11b adhes enh – CD11b/CD18-fibrinogen binding enhancement; P05107+P11215; K562 CD11b/CD18 adhesion to fibrinogen, ATPlite luminescence; activation, % at 10 µM; 93,000 tested, 0.07% active; AID 1499;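 active = 10 µM primary screen giving 50% or more activity, confirmed by 40% or more on retest at that dose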; also: strong numbers were not always called active
The depositor's hits bear a star; / = not tested or not shown; [ ] = dose if it differs, or a comment.

The first 2 records, ahead of the listing:
SMILES | Fibroblast inh | ERa coact inh | Mac1 fbg inh | H69AR growth 86K | HUVEC inhibit | ERa coact pot | CYP2C19 activ | CYP2C19 inhib | CD11b adhes enh
COCCN1C(=O)N(c2cccc(C)c2)C(=O)C1CC(=O)Nc1ccc(F)cc1 (stereo not drawn) | 97 | -7 | 6 | 87 | 92 | 116[fluorescence artefact?] | 0.6 | 39 | 3
Nc1c(C(=O)NCc2ccco2)sc2nc3c(cc12)C(=O)CCC3 | 102 | 82*[fluorescence artefact?] | -7 | 68 | 83 | 77[fluorescence artefact?] | 0.9 | 7 | 7

Main list, from the first entry:
SMILES | Fibroblast inh | ERa coact inh | Mac1 fbg inh | H69AR growth 86K | HUVEC inhibit | ERa coact pot | CYP2C19 activ | CYP2C19 inhib | CD11b adhes enh
COCCN1C(=O)N(c2cccc(C)c2)C(=O)C1CC(=O)Nc1ccc(F)cc1 (stereo not drawn) | 97 | -7 | 6 | 87 | 92 | 116[fluorescence artefact?] | 0.6 | 39 | 3
Nc1c(C(=O)NCc2ccco2)sc2nc3c(cc12)C(=O)CCC3 | 102 | 82*[fluorescence artefact?] | -7 | 68 | 83 | 77[fluorescence artefact?] | 0.9 | 7 | 7
CCOC(=O)C1CCN(CCC(=O)Nc2ccc(Cl)cc2)CC1 | 104 | 3[fluorescence artefact?] | 9 | 99 | 98 | 97 | 1 | -2 | -5
CC(C)=C1SC(N2CCOCC2)=NC1=O | 96 | 0[fluorescence artefact?] | -2 | 81 | 103 | 115 | 1.1 | -9 | 5
Cc1ccc(-c2nc(=S)c3c(n2CCN2CCOCC2)CC(C)(C)OC3)cc1 | 91 | -24 | -2 | 54 | 91 | 100 | 1.2 | -15 | 1
COc1ccc(NCc2nnc(SCC(=O)Nc3cccc(C)c3)o2)cc1 | 92 | -12 | -6 | 101 | 87 | 85[fluorescence artefact?] | 0.3 | 72* | -1
Cc1[nH]nc2oc(=O)c(CCO)c(C)c12 | / | / | -4 | / | / | / | 1.1 | -6 | 2
O=C(C1=C(O)C(=O)N(CCN2CCOCC2)C1c1ccccc1)c1cccs1 (stereo not drawn) | 110 | -54 | / | 92 | 101 | 117 | / | / | /
Fc1cccc(C2CC(c3cccc(Br)c3)Nc3nnnn32)c1 (stereo not drawn) | 97 | 3 | -5 | 81 | 96 | 113 | 0 | 95* | -2
Cc1ccc(NC(=O)Cn2c(CCC(=O)O)ccc2-c2cccs2)cc1 | 95 | 8 | 5 | 98 | 97 | 63 | 1 | 1 | -5
CCOC(=O)NC1(C(F)(F)F)N=C(c2ccccc2)NC1=O (stereo not drawn) | 95 | -1 | -23 | 92 | 108 | 106 | 0.7 | 32 | 1
CC(C)CCNC(=O)CN(Cc1ccc2c(c1)OCO2)C(=O)CCC(=O)Nc1ccccn1 | 95 | -1 | 6 | 98 | 94 | 105 | 0.9 | 12 | 1
Cc1ccccc1NC(=O)Cn1c(=O)n(C)c2ccccc21 | 89 | 6 | -2 | 93 | 95 | 96 | 0.8 | 23 | -1
CC1CN(C(=O)Cc2ccc(-c3ccccc3)cc2)CC(C)O1 (stereo not drawn) | 97 | 5 | 29 | 82 | 99 | 118[fluorescence artefact?] | 0.4 | 58* | -7
COc1ccc(CCNC(=O)CN2CCCc3ccccc32)cc1OC | 94 | -9 | / | 84 | 95 | 105 | 0.3 | 74* | /
Cc1ccccc1Cn1nc(C)c(NC(=O)c2noc3c2CC(C(C)(C)C)CC3)c1C (stereo not drawn) | 101 | 3 | 9 | 102 | 103 | 92 | 0.7 | 28 | -4
CCn1c(Cc2ccc(OC)cc2)nnc1SCC(=O)Nc1nc2ccccc2s1 | 94 | -24 | 13 | 47 | 65 | 116 | 0.8 | 18 | 0
COc1ccc(C2C(C#N)=C(N)N(Nc3ccccc3)C3=C2C(=O)CC(C)(C)C3)cc1C (stereo not drawn) | / | / | 0 | / | / | / | 0.8 | 17 | 2
Cc1ccc(C(=O)n2c3ccccc3c3ccccc32)cc1 | 46* | -2 | 18 | 18* | 53 | 93 | 0.9 | 7 | -5
Cc1ccc(C(C)C)cc1OCCOCCN1CCCC1 | 106 | -6 | 1 | 86 | 106 | 95 | 0.9 | 12 | -6
CCCCCCCOC(=O)c1ccc(OC(=O)c2cccnc2)cc1 | 94 | -1 | 45 | 80 | 99 | 109 | 0.9 | 13 | 8
O=C(NCCO)c1ccc2[nH]c3ccccc3c2c1 | / | / | -28 | / | / | / | 0.1 | 91* | -2
O=C(Cc1ccccc1)NC(=S)Nc1cccc(C(F)(F)F)c1 | / | / | 3 | / | / | / | 1 | 2 | 0
O=C1C2C3C=CC(C3)C2C(=O)N1c1cccnc1 (stereo not drawn) | 98 | 7 | 1 | 92 | 102 | 117[fluorescence artefact?] | 1.1 | -10 | -1
O=C(CCc1ccccc1)c1ccc2c(c1)OCCCO2 | 108 | 7 | 15 | 89 | 101 | 77 | 1 | -2 | -3
CC1(C)CC(C)(c2ccc(O)cc2O)N(c2ccc3ccccc3c2)C(=S)N1 (stereo not drawn) | 95 | -51[fluorescence artefact?] | / | 106 | 93 | 51 | / | / | /
CC1CCN(S(=O)(=O)c2ccc(S(=O)(=O)NCc3ccccc3)cc2)CC1 | 90 | 21 | -7 | 38* | 76 | 108 | 1 | -2 | -2
CCOc1ccc(OCC)c(NC(=O)CNS(=O)(=O)c2cccs2)c1 | / | / | 4 | / | / | / | 0.7 | 30 | 1
CCCCc1cc(=O)oc2cc(OCC(=O)N(CC)CC)c(Cl)cc12 | 89 | 2 | -24 | 76 | 101 | 112 | 1.1 | -10 | -2
CCc1cc(=O)oc2cc(OCC(=O)N3CCc4ccccc43)ccc12 | 90 | 10[fluorescence artefact?] | -2 | 80 | 76 | 200*[fluorescence artefact?] | 0.8 | 19 | -2
Cc1c2c(nc3c(C(=O)NC4CC4)cnn13)CCCC2 | 101 | -6 | 1 | / | 107 | 106 | 1.1 | -6 | -2
Cc1ccc(S(=O)(=O)Nc2cccc(-c3cn4ccsc4n3)c2)cc1 | 88 | -29 | 48 | 30* | 70 | 98[fluorescence artefact?] | 0 | 100* | -2
CCc1ccc(N2CC(C(=O)Nc3ccc(C)c(S(=O)(=O)N4CCOCC4)c3)CC2=O)cc1 (stereo not drawn) | / | / | 10 | / | / | / | 0.1 | 90* | 3
CCOC(=O)C1CCN(C(=O)CSCCSCC(=O)N2CCC(C(=O)OCC)CC2)CC1 | 98 | -2 | 16 | 82 | 95 | 103 | 0.3 | 73* | -6
Nc1nonc1C(=O)NCCNS(=O)(=O)c1ccc(Br)cc1 | / | / | 2 | / | / | / | 0.4 | 60* | 8
Cc1cc(OCCN2CCCC2)ccc1C(C)C | 100 | 0[fluorescence artefact?] | / | 88 | 96 | 111 | / | / | /
Cc1cc(=O)n2nc(-c3ccccc3)sc2n1 | 111 | -4 | / | 101 | 96 | 104 | 1.1 | -11 | /
O=C(NC1CCCC1)C1c2ccccc2C(=O)N1CCCN1CCOCC1 (stereo not drawn) | 101 | -7 | / | 105 | 96 | 102 | / | / | /
Cc1ccc(Nc2nc(N)nc(CN3CCN(c4ccccc4)CC3)n2)cc1Cl | 96 | 0 | 0 | 44 | 70 | 113 | 0.8 | 20 | 3
COc1ccc(CN=Cc2c(C(F)(F)F)[nH][nH]c2=O)cc1 | 106 | 0 | 4 | 93 | 91 | 104 | 0.9 | 11 | 1

Record cards, as listed above.
Record of CCOC(=O)C1CCN(C(=O)CSCCSCC(=O)N2CCC(C(=O)OCC)CC2)CC1 → Fibroblast inh = 98; ERa coact inh = -2; Mac1 fbg inh = 16; H69AR growth 86K = 82; HUVEC inhibit = 95; ERa coact pot = 103; CYP2C19 activ = 0.3; CYP2C19 inhib = 73*; CD11b adhes enh = -6
Record of CCc1cc(=O)oc2cc(OCC(=O)N3CCc4ccccc43)ccc12 → Fibroblast inh = 90; ERa coact inh = 10[fluorescence artefact?]; Mac1 fbg inh = -2; H69AR growth 86K = 80; HUVEC inhibit = 76; ERa coact pot = 200*[fluorescence artefact?]; CYP2C19 activ = 0.8; CYP2C19 inhib = 19; CD11b adhes enh = -2
Record of CC1CN(C(=O)Cc2ccc(-c3ccccc3)cc2)CC(C)O1 (stereo not drawn) → Fibroblast inh = 97; ERa coact inh = 5; Mac1 fbg inh = 29; H69AR growth 86K = 82; HUVEC inhibit = 99; ERa coact pot = 118[fluorescence artefact?]; CYP2C19 activ = 0.4; CYP2C19 inhib = 58*; CD11b adhes enh = -7

More results.
SMILES | Fibroblast inh | ERa coact inh | Mac1 fbg inh | H69AR growth 86K | HUVEC inhibit | ERa coact pot | CYP2C19 activ | CYP2C19 inhib | CD11b adhes enh
CCOC(=O)c1c(C)c(C(=O)Nc2ccccc2)c(C)n1CC | 92 | -4 | -4 | 64 | 76 | 124 | 1 | -4 | 3
O=S(=O)(NCc1ccncc1)c1ccc(S(=O)(=O)NCC2CCCO2)cc1 (stereo not drawn) | 102 | -8 | 16 | 91 | 109 | 116 | 0.4 | 56* | -3
O=C(NC1CCCCC1)C(c1ccncc1)N(CC1CCCO1)C(=O)C(F)(F)F (stereo not drawn) | 99 | -5 | 1 | 86 | 98 | 109 | 0.4 | 58* | -4
O=C1CC(C(=O)N(CC2CCCO2)C(C(=O)NC2CCCCC2)c2ccncc2)CS1 (stereo not drawn) | 101 | -16 | / | 86 | 105 | 120 | / | / | /
CCCCN(CC)Cc1ccc(CNC(=O)Nc2ccc(OCC)cc2)o1 | 107 | -4 | -12 | 103 | 87 | 81 | 1 | 4 | -3
COC(=O)C1=C(C)NC(C)=C(C(=O)OC)C1c1ccc2ccccc2n1 | 101 | -13 | -8 | 100 | 92 | 92 | 0.2 | 77* | -2
CC(=O)c1ccccc1OCC(O)CN1CCN(C(c2ccccc2)c2ccccc2)CC1 (stereo not drawn) | 77 | -4 | 12 | 9.8* | 69 | 96 | 0.7 | 27 | 5
CCCCNc1oc(-c2ccc(OC)cc2)nc1S(=O)(=O)c1ccccc1 | 103 | 6 | -7 | 95 | 124 | 87 | 0.5 | 54* | 1
Cc1nnc(NC(=O)CN2C(=O)c3ccccc3S2(=O)=O)s1 | 101 | -1 | -43 | 92 | 99 | 114 | 1 | -3 | 0
CCn1c(SCC(=O)c2ccccc2)nnc1-c1cnccn1 | / | / | -27 | / | / | / | 0.5 | 54* | 1
COc1cc(C)c(Br)cc1S(=O)(=O)NCc1ccccc1 | / | / | -17 | / | / | / | 0.3 | 65* | 6
CCCCCn1c(SCCOCC)nc2c1c(=O)[nH]c(=O)n2C | 94 | 3 | 4 | 69 | 90 | 99 | 0.9 | 14 | 5
O=C(Nc1nnc(SCc2ccc(F)cc2)s1)C1Cc2ccccc2CN1C(=O)c1ccco1 (stereo not drawn) | 101 | 10 | / | 99 | 88 | 116 | 0.7 | 29 | /
COc1cccc(-c2cc(C(=O)Nc3c(C)nn(Cc4ccccc4)c3C)no2)c1 | 108 | 0 | -13 | 91 | 93 | 105 | 0.7 | 27 | 4

Screening data from PubChem.
